Bioassay records deposited in PubChem BioAssay by several laboratories.
PKA-R1A activ: PKA-R1A complex activation. activation, % at 11.4 µM. PKA-R1A dissociation, Cy5-IP20 fluorescence polarization; scaled: DMSO 0%, 113 µM cGMP 100%. AID 504707. 0.083% of 340,000 active;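 active = percent activation above the mean of all tested compounds plus 3 SD, cut at about 19% in these data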;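 note: higher means more PKAc released from R1A so a rise in polarization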
Tat transport: blocks Tat-dependent protein export in E. coli | inhibition, % at 10 µM | E. coli MC4100 TorA-mCherry Tat export, fluorescence | 0.036% of 340,000 active | AID 488895;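 active = mean replicate inhibition at least 50% and at least half of replicates individually reaching 50%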;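 note: exported cargo escapes ClpAP degradation while cytoplasmic cargo is degraded and loses fluorescence; 0% = median of neutral control wells and 100% = median of NaSCN control wells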
OPRM1-OPRD1 ag: OPRM1-OPRD1 heterodimerization agonism | P35372+P41143 | cells, luminescence | activation, % at 9.3 µM | 0.3% of 340,000 active; in the data active = activation above about 18%;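 note: 0% = vehicle-treated cells and 100% = reference agonist; values of inactives mirror those of a sister screen read the other way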
PfHsp90 set2: inhibits growth of yeast expressing Plasmodium falciparum Hsp90; S. cerevisiae expressing PfHsp90, BacTiter-Glo ATP, 48 h; yeast lacking PDR1 and PDR3 efflux regulators; inhibition, % at 9.4 µM; 0.32% of 310,000 active;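 active = every replicate shows inhibition above about 80%, whatever the replicate mean, limit read from the data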;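 note: 0% = DMSO neutral controls and 100% = 20 µM radicicol positive controls; yeast relying on Plasmodium falciparum Hsp90 in place of its own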
PKA-R2B activ: PKA-R2B complex activation | AID 504700 | P22694+P31323 | 0.079% of 340,000 active | PKA-R2B holoenzyme dissociation, Cy5-IP20 fluorescence polarization; R2B truncated from residue 108, S112A mutant; 0% DMSO only, 100% 113 µM cGMP | activation, % at 11.4 µM;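 active = activation above a cutoff set at the mean over all compounds plus 3 SD, cut at about 18% in these data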;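 note: higher means more holoenzyme dissociation and a rise in polarization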
Target sequence (P31323 whole entry, looked up, other chains not shown, the tested form may be a part): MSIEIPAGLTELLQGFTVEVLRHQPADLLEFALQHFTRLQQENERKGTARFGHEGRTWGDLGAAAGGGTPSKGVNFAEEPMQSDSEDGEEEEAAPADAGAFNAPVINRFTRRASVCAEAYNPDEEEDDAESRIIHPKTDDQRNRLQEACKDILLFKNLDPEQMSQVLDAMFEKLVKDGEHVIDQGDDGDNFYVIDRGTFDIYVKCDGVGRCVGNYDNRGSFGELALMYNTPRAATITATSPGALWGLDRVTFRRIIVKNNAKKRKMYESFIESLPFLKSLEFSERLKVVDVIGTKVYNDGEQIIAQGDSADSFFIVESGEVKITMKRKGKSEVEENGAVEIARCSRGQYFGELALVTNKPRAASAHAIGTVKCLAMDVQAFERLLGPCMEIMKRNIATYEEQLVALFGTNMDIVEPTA
OPRM1-OPRD1 inv: mu-delta opioid heterodimer inverse agonism; P35372+P41143; cell-based MOR-DOR heterodimer luminescence; inhibition, % at 9.3 µM; 0.21% of 340,000 active; AID 504357; in the data active = inhibition above about 22%, passing the limit was not always enough;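 note: 0% = cells with DMSO and 100% = wells without cells with DMSO; values of inactives mirror those of a sister screen read the other way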
Ecoli viability: bacterial growth inhibition, counter-screen for AddAB inhibitors | E. coli V3065 growth, OD600 absorbance, 18 h | inhibition, % at 11.9 µM | 0.27% of 330,000 active;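 active = inhibition above the campaign's mean inhibition across all tested compounds plus 3 SD, cut at about 9.9% in these data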;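 note: uninfected addAB+ strain grown without phage in ampicillin broth; 0% = DMSO wells and 100% = ciprofloxacin 0.95 µg/ml wells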
Mot1-301 SUMO: inhibitors of SUMOylation pathway: yeast Mot1-301 growth rescue. AID 2716. 1% of 320,000 active. growth rescue, % at 18.8 µM. S. cerevisiae Mot1-301 growth rescue, ATP luminescence, 38.5C; percent above DMSO median, 100 means doubled;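 active = every valid replicate shows activation above 250% relative to neutral control wells; inactive = the rest, any valid replicate at or below 250%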;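 note: OY570 slx delta 5 strain wells were the positive control but not used for scaling; some compounds called inactive have numbers as strong as hits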
HTR5A inv ctr: HTR5A inverse agonism, opioid heterodimer counter-screen. HTR5A cell line, luminescence. 0.083% of 340,000 active. AID 504634. P47898. inhibition, % at 9.3 µM; in the data active = inhibition mostly above about 23%, no sharp cut-off; inactive = mostly below about 18%;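 note: 0% = cells with DMSO and 100% = no-cell wells with DMSO; some compounds called inactive have numbers as strong as hits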
Target sequence (P47898 whole entry, looked up): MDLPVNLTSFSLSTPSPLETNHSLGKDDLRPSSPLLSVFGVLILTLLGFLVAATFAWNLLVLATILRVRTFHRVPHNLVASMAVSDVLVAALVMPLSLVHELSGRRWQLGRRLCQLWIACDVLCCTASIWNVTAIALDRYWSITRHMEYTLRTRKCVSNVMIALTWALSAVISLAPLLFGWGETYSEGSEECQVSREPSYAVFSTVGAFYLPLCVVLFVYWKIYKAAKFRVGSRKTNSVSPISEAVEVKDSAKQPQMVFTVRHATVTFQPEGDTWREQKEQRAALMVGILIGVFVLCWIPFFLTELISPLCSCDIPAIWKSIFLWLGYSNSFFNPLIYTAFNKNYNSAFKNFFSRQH
AddAB inh: less growth of phage-infected E. coli with AddAB; E. coli expressing H. pylori AddAB, absorbance growth; inhibition, % at 11.9 µM; 0.29% of 330,000 active; AID 435030; in the data active = inhibition above about 12%;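 note: 0% = vehicle wells of infected cells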
phage Ecoli inh: E. coli growth loss with phage present; inhibition, % at 11.9 µM; AID 651602; 0.26% of 360,000 active; growth absorbance; in the data active = inhibition above about 11%
The depositor's hits bear a star; . = no result given; & = joins results of further samples.

SMILES	PKA-R1A activ	Tat transport	OPRM1-OPRD1 ag	PfHsp90 set2	PKA-R2B activ	OPRM1-OPRD1 inv	Ecoli viability	Mot1-301 SUMO	HTR5A inv ctr	AddAB inh	phage Ecoli inh
COC(=O)Cc1nnc(SCC(=O)Nc2ccccc2)c2ccccc12	-2.2	3.2	-3.6	-29.4	0.1	18.8	1.2	54.8	-2.4	0.3	1.4
Cc1cccc(N2CC(C(=O)Nc3nnc(SCc4ccccn4)s3)CC2=O)c1 (stereo unspecified)	-1.2	10.5	-3.4	4.4	-8.4	17.5	-2.7	-3.4	-3.2	-0.4	1.5
CCOC(=O)/C(N=Nc1cc(C(=O)O)cc(C(=O)O)c1)=C(\O)CCl	-7.6	-4.8	-0.4	6.3	-4.3	2.6	-0.2	66.3	5.2	-0.7	2.0
CCN(CC)C(=O)c1[nH]cnc1C(=O)Nc1cccc(C)c1	7.1	3.3	-2.3	.	5.0	12.7	-2.2	22.2	16.9	0.7	-3.1
COc1ccc(C)cc1NC(=S)NNC(=O)c1c(Br)cnn1C	5.6	-7.0	-2.5	22.8	6.3	12.3	1.0	-9.1	24.8	0.9	2.7
COc1ccc(Nc2nc(N3CCCCC3)nc3ccccc23)c(OC)c1	-1.0	11.0	3.8	-25.1	-2.6	-21.2	0.4	-21.8	20.2	-1.2	1.1
COc1ccc(CN2C(=NC(=O)COc3ccccc3)SC3CS(=O)(=O)CC32)cc1 (stereo unspecified)	1.3	0.6	-2.3	-6.3	1.0	11.9	1.3	-6.3	-5.1	1.6	1.1
CCCCn1c(=O)nc2n(-c3ccc(OC)cc3)c3ccccc3cc-2c1=O	-2.5	-3.8	-2.4	-1.8	1.3	12.0	-1.3	-14.8	-5.5	-0.3	1.4
N#CCCn1cc(C(=O)N2CCOCC2)c(-c2ccc3c(c2)OCCO3)n1	-9.7	2.2	-0.6	.	-12.6	3.3	0.4	-10.8	-5.8	4.8	2.0
CCCCOC(=O)C1=C(C)NC(=O)NC1c1cccc([N+](=O)[O-])c1 (stereo unspecified)	1.1	6.2	-1.7	-12.1	-1.8	7.7	-1.6	-8.6	-18.5	0.3	0.2
COC(=O)c1cc(-c2cccs2)[nH]n1	-1.4	0.0	-0.8	-20.8	0.1	5.5	3.2	-9.0	23.7	0.8	2.4
Cc1cccc(C(=O)Nc2nsc(N)n2)c1	-8.2	-1.6	-2.7	-36.0	7.3	15.6	-1.3	6.4	-22.9	0.1	1.8
COC(=O)c1sccc1NC(=O)c1ccnn1C	12.1	1.1	-2.3	-11.5	0.6	12.2	-0.5	7.7	10.4	-0.9	1.0
COc1ccc2c(c1)C(=NNc1ccc(C(=O)O)cc1)c1cc(OC)ccc1-2	-16.4	-3.7	-3.8	15.9	-15.4	21.0	1.2	4.9	12.3	-0.7	1.4
CN(CCCC(=O)NC1CC(C)(C)NC(C)(C)C1)S(=O)(=O)c1ccc([N+](=O)[O-])cc1	-7.3	-4.0	-0.1	8.9	3.6	0.6	-1.8	1.7	3.2	0.5	4.0
Cc1ccc(NC(=O)c2cnn(-c3ccccc3)c2C)cc1C	-4.2	-1.5	-3.2	7.8	4.4	15.4	0.1	-4.2	-6.2	0.6	3.2
Cc1ccc(C)c(S(=O)(=O)NNC(=O)Nc2ccccc2Cl)c1	-14.7	37.2	0.7	-17.9	-2.9	-3.5	1.1	-16.6	-16.6	1.0	-0.6
COc1ccc(/C=C(\NC(=O)c2ccc([N+](=O)[O-])cc2)C(=O)NCCCN2CCOCC2)cc1	-1.6	-0.6	-0.5	-6.2	-2.4	3.2	1.6	-25.1	-3.0	3.0	0.6
COc1ccc(-c2csc(NC(=O)C3CCN(C(=O)c4ccc(F)cc4)CC3)n2)cc1OC	-12.8	2.5	1.7	3.8	-1.1	-8.9	-3.4	19.1	-1.5	-0.1	1.7
Cc1ccc(N(C(=O)c2cc3ccccc3oc2=O)C2C=CS(=O)(=O)C2)cc1 (stereo unspecified)	-4.7	-5.4	-0.7	-15.5	-4.8	4.4	0.3	-5.8	-6.2	-0.5	1.7
COCCN(C(=O)c1oc2ccccc2c1COC)c1c(N)n(CC(C)C)c(=O)[nH]c1=O	-24.4	6.3	-3.3	.	-4.2	13.2	0.2	-10.8	-9.1	-0.4	0.8
Cc1ccc(-c2csc3ncnc(SCC(=O)NCC4CCCO4)c23)cc1 (stereo unspecified)	-7.6	8.7	-0.4	-10.1	0.0	1.8	-1.8	14.6	1.1	-0.3	2.9
Cn1ncc(N2CCN(S(=O)(=O)c3ccc(Br)cc3)CC2)c(Cl)c1=O	-5.2	6.9	-1.5	-13.2	1.1	7.6	-0.9	-16.9	1.3	5.2	4.3
O=C(NNC(=O)c1cc2ccccc2[nH]1)OCc1ccccc1	0.4	-3.9	2.0	-44.9	2.4	-11.4	-0.6	13.9	4.0	0.4	4.6
Cc1ccc(S(=O)(=O)Oc2cccc(/C=N/Nc3ccc(C(=O)O)cc3)c2)cc1	-11.9	0.3	-1.0	-8.1	-1.4	5.1	0.4	3.3	-7.9	-1.4	1.8

Some of these compounds in order of their number in OPRM1-OPRD1 ag, largest number first:
Molecule	PKA-R1A activ	Tat transport	OPRM1-OPRD1 ag	PfHsp90 set2	PKA-R2B activ	OPRM1-OPRD1 inv	Mot1-301 SUMO	AddAB inh	phage Ecoli inh
COc1ccc(Nc2nc(N3CCCCC3)nc3ccccc23)c(OC)c1	-1.0	11.0	3.8	-25.1	-2.6	-21.2	-21.8	-1.2	1.1
COC(=O)c1sccc1NC(=O)c1ccnn1C	12.1	1.1	-2.3	-11.5	0.6	12.2	7.7	-0.9	1.0
Cc1ccc(NC(=O)c2cnn(-c3ccccc3)c2C)cc1C	-4.2	-1.5	-3.2	7.8	4.4	15.4	-4.2	0.6	3.2

Next section
SMILES	PKA-R1A activ	Tat transport	OPRM1-OPRD1 ag	PfHsp90 set2	PKA-R2B activ	OPRM1-OPRD1 inv	Ecoli viability	Mot1-301 SUMO	HTR5A inv ctr	AddAB inh	phage Ecoli inh
CC1=NN(c2ccccc2C(=O)O)C(=O)C1N=Nc1ccccc1 (stereo unspecified)	-8.4	0.9	-0.7	-10.4	-9.5	3.2	1.0	-21.0	-13.4	4.5	1.3
Cc1ccccc1SCC(=O)Nc1cccc(C#N)c1	-13.8	9.6	-0.5	16.1	-5.3	2.6	2.0	102.9	-9.9	1.6	2.0
Cc1cccc(C)c1NC(=O)N1C2CCCC1CC(NC(=O)C(C)(C)C)C2 (stereo unspecified)	1.9	-0.8	1.0	.	-5.2	-6.0	0.1	28.3	-5.2	0.1	-2.0
NS(=O)(=O)c1ccc(CCNC(=O)C2CCCN2C(=O)OCc2ccccc2)cc1 (stereo unspecified)	-15.0	1.1&1.6	-1.7	-4.5	-0.4	7.5	0.2	-3.1&-19.9	-12.2	3.5	1.3
CC(C)[C@H](NC(=O)[C@@H]1Cc2ccccc2CN1C(=O)OC(C)(C)C)C(=O)NCC1CCC(C(=O)O)CC1 (stereo partly specified)	6.1	0.8	0.1	-7.0	-2.0	-0.4	0.4	-10.1	-3.9	0.4	1.9
CCn1c(N2CCN(CC(=O)c3ccc(OC)cc3)CC2)nc2ccccc21	-6.4	22.0	-1.1	18.4	-2.7	7.1	.	.	-18.2	.	.
O=c1ccc(-c2ccc(S(=O)(=O)N3CCN(c4ccccc4)CC3)o2)n[nH]1	-2.0	-3.2	0.8	-9.6	0.9	-4.0	-1.7	256.3	-8.3	3.0	1.4
COc1cc(NC(=O)CSc2nc(C)c(C)c(C)n2)cc(OC)c1	1.4	-13.2	-2.1	-8.0	3.9	10.9	0.3	8.4	-11.6	-1.9	-0.8
CCc1cc(=O)n2[nH]c(C)c(-c3ccc(OC)cc3)c2n1	-10.3	-10.9	-3.3	3.9	3.5	16.4	-0.8	31.2	-5.4	1.8	2.9
CCCCCCC(=O)Nc1ccc(C(=O)N/N=C/c2cccnc2)cc1	-8.0	5.5	-2.5	-3.8	-4.2	15.1	1.4	-15.2	3.4	2.7	1.9
COC(=O)c1ccc(C23CC4(C2)[C@H](CN(Cc2cccnc2)[C@@H]4c2ccccc2)C3c2ccccc2)cc1 (stereo partly specified)	-4.4	-0.7	5.8	10.3	-0.2	-32.3	-1.4	-15.8	-19.0	-0.5	4.2
COc1ccccc1NC(=O)C(C)OC(=O)CCNS(=O)(=O)c1ccc(C)c(C)c1 (stereo unspecified)	7.2	-7.7	1.0	.	-6.5	-6.8	0.2	-13.5	-4.7	4.4	-1.2
N#Cc1cccc(C#N)c1N1CCC(C#N)CC1	.	0.5	.	25.4	.	.	0.6	-1.9	.	0.5	0.7
O=C(CNCC1CCCCC1)Nc1ccc(OC(F)(F)F)cc1	-19.7	6.5	11.2	8.1	-7.4	-58.2	1.1	11.6	-25.8	2.4	0.3
CC(C)CCn1c(CN(C)Cc2ccccc2)nc2c1c(=O)n(C)c(=O)n2C	5.9	-3.3	11.1	-5.9	5.8	-55.0	0.5	139.2	-4.0	0.5	3.0
Cc1cc(N2CCC(C(=O)NC3CCCCC3)CC2)nc(-c2ccccc2)n1	4.9	-11.0	-2.1	-3.3	-1.2	13.1	-0.8	-17.8	-22.2	3.2	3.9
O=C(NC1CC1)C1=C[C@H](c2coc3ccccc3c2=O)C[C@H](OCCCCO)O1	4.4	1.0	-0.7	10.5	10.2	3.8	1.8	-9.4	-1.4	-0.3	1.7
Cc1ccc(S(=O)(=O)N2CCC(c3nc4c(nnn4Cc4ccccc4)c(=O)[nH]3)CC2)cc1	.	6.7	.	-9.2	.	.	0.3	-2.9	.	1.8	3.0
C/C(=N/NC(=O)Cn1nc2ccccc2n1)c1ccc(F)cc1	-1.2	-3.6	-2.3	-6.6	-3.7	12.0	1.4	-9.0	21.5	2.0	4.1
O=C(NCC(c1ccc(F)cc1)N1CCOCC1)c1nn(-c2ccccc2)c(=O)c2ccccc12 (stereo unspecified)	-4.1	11.9	-2.1	9.5	-5.5	8.9	-1.1	9.2	8.0	1.4	1.8
CC1CN(Cc2ccco2)C(=S)N(c2ccccc2)C1=O (stereo unspecified)	3.7	-0.2	0.2	.	-4.0	-1.2	.	.	-15.8	.	-1.5
Clc1ccc(N=C2SCC3CCCCN23)cc1 (stereo unspecified)	0.9	-12.0	-1.2	0.7	-13.9	7.8	0.4	5.9	4.4	2.0	2.5
COc1cccc(-c2nnc(SCC(=O)N3CC(C)CC(C)C3)o2)c1 (stereo unspecified)	9.5	7.7	0.4	4.6	3.0	-2.2	2.1	12.3	15.4	3.8	1.1
CCCOC(=O)c1c(N)sc2c1CCC2	1.2	-8.9	-1.9	.	-12.4	10.3	-0.1	.	4.7	2.0	2.1
Cc1cc(C(=O)OCC(=O)NC(C)(C)C)c2ccccc2n1	6.8	1.7	0.8	15.4	-1.2	-4.5	-2.1	4.3	-14.8	-1.6	0.7

Outcome played no part in choosing rows; 2.2% or so of the library scored in one or more.
